Source: PubChem BioAssay (National Center for Advancing Translational Sciences (NCATS))
aSyn tox rescue – alpha-synuclein toxicity suppression in yeast. S. cerevisiae alpha-synuclein toxicity rescue, BacTiter-Glo growth, 24 h. Potency, µM (doses to about 46.1 µM), inactives show at the highest dose growth rescue (activation), most hits filed as activators. 0.02% of 94,000 active. AID 1347070; active = well fitted activation curve with a large enough effect; inconclusive = small, poorly fitted or top-dose-only effect; note: 0% is about no effect
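Growth restoration measured by BacTiter-Glo luminescence after 24 hr at 30 deg C; alpha-synuclein yeast, raffinose-pregrown to mid-log, were added at OD600=0.02 in galactose medium onto pinned compounds.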
The depositor's hits bear a star; ? = inconclusive; [ ] = remark or other dose. Potency is the fitted concentration of half-maximal effect. An excerpt; count on the stated rates, not on these rows.

SMILES	aSyn tox rescue
COc1ccc(Nc2oc(-c3ccc(COc4ccccc4)o3)nc2C#N)cc1	-8%
NS(=O)(=O)c1cccc(NC(=O)CCc2ccc(S(=O)(=O)N3CCOCC3)cc2)c1	0%
CCC1(C)Cc2c(sc3nc(SC)[nH]c(=S)c23)CO1 (stereo not given)	-9%
Cc1ccc(CNC(=O)CCCc2cn(C)c3ccccc23)cc1	-4%
CN(C)/C=C1\SC(=S)N(c2ccc(F)cc2)C1=O	17%
CC(=O)N1CCN(S(=O)(=O)c2cccc(C(=O)NCCC3=CCCCC3)c2)CC1	-8%
CC1=C(C#N)CCC(=O)N1Cc1c(F)cccc1Cl	-6%
Cc1ccc(C)c(N2CCN(C(=O)C(C)n3nc(C)c4sc5ccccc5c4c3=O)CC2)c1 (stereo not given)	21%
CC(C)c1cccc(OCCn2c(-c3ccc(Cl)cc3)nc3ccccc3c2=O)c1	-8%
O=C(CN1C(=O)C2CCCCC2C1=O)N1CCN(c2ncccn2)CC1 (stereo not given)	3%
O=c1[nH]c2cc(Br)ccc2n2cccc12	19%
O=C(CSc1nccn1-c1cccc(Cl)c1)Nc1cccc2ccccc12	?

5 entries from above in a different format.
| Structure | aSyn tox rescue |
| --- | --- |
| CC(=O)N1CCN(S(=O)(=O)c2cccc(C(=O)NCCC3=CCCCC3)c2)CC1 | -8% |
| O=C(CN1C(=O)C2CCCCC2C1=O)N1CCN(c2ncccn2)CC1 (stereo not given) | 3% |
| NS(=O)(=O)c1cccc(NC(=O)CCc2ccc(S(=O)(=O)N3CCOCC3)cc2)c1 | 0% |
| CCC1(C)Cc2c(sc3nc(SC)[nH]c(=S)c23)CO1 (stereo not given) | -9% |
| Cc1ccc(C)c(N2CCN(C(=O)C(C)n3nc(C)c4sc5ccccc5c4c3=O)CC2)c1 (stereo not given) | 21% |

Back to the main list, repeating the six entries before the break.
SMILES	aSyn tox rescue
CC1=C(C#N)CCC(=O)N1Cc1c(F)cccc1Cl	-6%
Cc1ccc(C)c(N2CCN(C(=O)C(C)n3nc(C)c4sc5ccccc5c4c3=O)CC2)c1 (stereo not given)	21%
CC(C)c1cccc(OCCn2c(-c3ccc(Cl)cc3)nc3ccccc3c2=O)c1	-8%
O=C(CN1C(=O)C2CCCCC2C1=O)N1CCN(c2ncccn2)CC1 (stereo not given)	3%
O=c1[nH]c2cc(Br)ccc2n2cccc12	19%
O=C(CSc1nccn1-c1cccc(Cl)c1)Nc1cccc2ccccc12	?
O=C(CN(c1cccc([N+](=O)[O-])c1)S(=O)(=O)c1ccccc1)N1CCCCC1	-3%
OCCC1CN(Cc2ccccc2-c2ccco2)CCN1Cc1ccsc1 (stereo not given)	1%
Cc1cccc(CCNS(=O)(=O)c2cc3c(cc2C)NC(=O)CO3)c1	-5%
Cc1ccc(NS(=O)(=O)c2ccc3c4c(cccc24)C(=O)N3)c(C)c1	5%
Cc1c(Br)c([N+](=O)[O-])nn1CCCC(=O)Nc1sc2c(c1C#N)CCC2	-14%
Fc1ccc(N2CCN(Cc3cccn3-c3nnc(N4CCN(C5CCCCC5)CC4)s3)CC2)cc1	0%
Cc1ccc(-c2nc3nc(C)cc(N4CCN(c5cccc(C)c5)C(C)C4)n3n2)cc1 (stereo not given)	-5%
CCOc1ccc(-c2cc(C(=O)Nc3ccc(NC(C)=O)cc3)no2)cc1	-5%
CSCCC(NS(=O)(=O)c1ccc2c(c1)oc(=O)n2C)C(=O)Nc1ccc(F)c(Cl)c1 (stereo not given)	-6%
O=C(COc1ccc2ccccc2c1)NCCn1ccc2ccccc21	0%
c1ccc(C2=NN(c3ccccc3)CC2)cc1	-4%
CCc1cccc(-n2c(C)nc3c(cnn3-c3ccc(C)c(C)c3)c2=O)c1	5%
CS(=O)(=O)CCC(C(=O)Nc1cccc(C(F)(F)F)c1)N1Cc2ccccc2C1=O (stereo not given)	-4%
COc1ccc(CCC(=O)NCc2nc3cccnc3n2Cc2ccc(C)cc2)cc1	-2%
N#CC1=C(N)N(c2ccc(Cl)cc2)C2=C(C(=O)CCC2)C1c1cc(CN2CCOCC2)cs1 (stereo not given)	2%
COc1cc(C(=O)OCC(=O)NCC2CCCCC2)ccc1OCC(C)C	4%
O=C1CCc2cc(S(=O)(=O)Nc3cccc(F)c3)cc3c2N1CC3	7%
COc1cc([N+](=O)[O-])c(C)cc1NC(=O)c1ccc(OC)c(OC)c1	-6%
Cc1ccc(CNS(=O)(=O)c2c(C(=O)N3CCC(C)CC3)c(C)n(C)c2C)cc1	-2%
CCOc1ccccc1Nc1cc(-c2ccccc2)nc(C)n1	-4%
Cc1cc(Cl)ccc1OCC(=O)N(Cc1cccs1)C1CCS(=O)(=O)C1 (stereo not given)	6%
CN1CCN(c2ccc(NC(=O)c3cc(Cl)c4c(c3)OCCO4)cc2)CC1	1%
Cc1c(NC(=O)COC(=O)c2cccc(F)c2)c(=O)n(-c2ccccc2)n1C	2%
Fc1ccc(N2CCN(c3nc4ccccc4c4nc(-c5ccccc5)nn34)CC2)cc1	-5%

Overlap with the part before: 2 entries, then new ones.
SMILES	aSyn tox rescue
Cc1c(NC(=O)COC(=O)c2cccc(F)c2)c(=O)n(-c2ccccc2)n1C	2%
Fc1ccc(N2CCN(c3nc4ccccc4c4nc(-c5ccccc5)nn34)CC2)cc1	-5%
CCCCCCN1C[C@@H](O)[C@H](n2cc(-c3ccc(F)cc3)nn2)C[C@@H]1c1ccccc1	-4%
Cc1ccc(CSCC(=O)NCc2ccc(F)cc2)cc1	4%
COc1ccc(OC)c(NC(=O)c2ccc3c(c2)c(C)c(C)n3Cc2ccc(F)cc2)c1	-11%
Cc1ccc(N(C)C(=O)Cn2nc(Cc3ccncc3)c3ccccc3c2=O)cc1C	9%
CCN1CCN(c2ccc(S(=O)(=O)N3CCCCC3)cc2NC(=O)/C=C/c2ccc([N+](=O)[O-])cc2)CC1	-43%[inhibitor]
Cn1c(NCCO)nc2c1c(=O)n(Cc1ccccc1Cl)c(=O)n2C	3%
Cc1cc(C(=O)N2CCN(c3ccccc3)CC2)c2c(C)nn(-c3cccc(F)c3)c2n1	2%
CN(C)C=NC(=O)c1cc(C(=O)c2ccccc2)c[nH]1	-1%
COc1ccc(CN(C)CC(=O)Nc2cccc3ccccc23)cc1F	1%
CCCC(=O)Nc1c(C(=O)N2CCN(c3ccccc3)CC2)oc2ccccc12	-26%
CCOC(=O)c1c(C)[nH]c(C)c1S(=O)(=O)N1CCC(C(=O)N2CCN(c3ccc(Cl)cc3)CC2)CC1	12%
CCOC(=O)C1CCCN(C(=O)Cn2nc(CC)n3c(cc4sccc43)c2=O)C1 (stereo not given)	6%
CCC1CCCCN1C(=O)c1ccc([N+](=O)[O-])o1 (stereo not given)	0%
CN(C)S(=O)(=O)N(CC(=O)NCCSCc1ccc(Cl)cc1Cl)c1ccccc1	?
CCOc1ccc(S(=O)(=O)N/N=C(\C)c2ccc(OC)cc2OC)cc1	-9%
CCCn1c(SCC(=O)N2CCCCC2)nnc1C(C)C	1%
COC(=O)CSc1[nH]c2ccc(F)cc2c1[N+](=O)[O-]	5%
COc1ccccc1OCC(=O)NCCCN1CCOCC1	-10%
CNc1c(NS(=O)(=O)c2ccc(OC)cc2)c(=O)oc2ccccc12	-3%
COc1ccc(OC)c(N(CC(=O)NC2CC3CCC2C3)S(=O)(=O)c2ccccc2)c1 (stereo not given)	2%
COC(=O)c1c(NC(=O)CCCOc2ccc(C(C)(C)C)cc2)sc2c1C(C(=O)OC)CC2 (stereo not given)	1%
CC(C)(C)C(=O)Cn1ncc(N2CCOCC2)c(Cl)c1=O	-3%
CSc1nn(Cc2ccc(C)cc2)c(N)c1S(=O)(=O)c1ccccc1	11%
C[C@H](CO)N1C[C@H](C)[C@H](CN(C)S(=O)(=O)c2ccc(Oc3ccccc3)nc2)OCc2cnnn2CCCC1=O	-4%
CN(C)CCn1c2c(c(SCC(=O)Nc3nccs3)nc1=O)CCCC2	-1%
COc1ccc(NC(=O)c2cc3ccccc3o2)c(OC)c1	-7%
CCOC(=O)C1CCN(S(=O)(=O)c2ccc3c(c2)CC(=O)N3)CC1	6%
CCOc1ccc(NC(=O)CN(C)C(=O)CCCNC(=O)c2ccc(Cl)cc2)cc1OCC	-3%
OCC1OC(n2ccc3c2ncn2ncnc32)C(O)C1O (stereo not given)	-5%
Cc1cc2c(SCC(=O)NCC3CCCO3)ncnc2s1 (stereo not given)	4%
CCOC(=O)c1sc(NC(=O)c2nc(SC)ncc2Cl)c(C(=O)OCC)c1C	4%
CCCN(Cc1cccs1)C(=O)Nc1ccc(Br)c(C)c1	8%
COc1ccc(-n2c(=O)c3sc4ccccc4c3n(CC(=O)NCc3ccccc3)c2=O)cc1	2%
COc1ccc(S(=O)(=O)NCCc2nnc3ccc(SCC(=O)Nc4ccc(C(F)(F)F)cc4)nn23)cc1	-4%
COc1cccc(N(CC(=O)NCC2CCCO2)C(=O)CCC(=O)Nc2nccs2)c1 (stereo not given)	-4%
CN1OC[C@@H]2CN(C(=O)Cc3ccccc3)[C@H](c3ccccc3Br)C[C@@H]21	0%
CCOc1ccc(-n2c(SCC(=O)N3CCCCC3)nc3c([nH]c4ccccc43)c2=O)cc1	-7%
CCOc1ccccc1N1CC(c2nc3ccccc3n2CCOc2ccccc2)CC1=O (stereo not given)	4%
Cc1ccc(NC(=O)Cc2coc3c(C)c(C)ccc23)cc1Cl	-9%
CCN(CC)C(=O)c1cnn(-c2ccc(F)cc2)c1-n1cccc1	5%
CC1CC(=O)c2cc(-c3ccccc3)oc2C1 (stereo not given)	4%
O=C1CC(c2ccccc2)Cc2[nH]c(=O)c(-c3nc(-c4cccc(Cl)c4)cs3)cc21 (stereo not given)	-1%
COc1cccc(/C=C/c2nc3c(cnn3-c3ccccc3)c(=O)[nH]2)c1	-1%
CCN(CC)CCNc1nc(SC)nc2sc3c(c12)CCN(C)C3	11%
COc1cccc(C(=O)NCC2CCCN2S(=O)(=O)c2ccccc2)c1 (stereo not given)	1%
Cc1sc2ncnc(N3CCN(S(=O)(=O)c4ccc(F)cc4)CC3)c2c1C	-8%
COc1ccc(-n2nc(C(=O)NCC(=O)NCc3ccc(F)cc3)c3ccccc3c2=O)cc1OC	-7%
CCOc1ccc(N(C)S(=O)(=O)c2ccc3[nH]cc(C(=O)NCc4ccccc4)c(=O)c3c2)cc1	-4%
COc1ccc(OC)c2c1sc(=NC(=O)C(C)(C)C)n2C	1%
CCOc1ccc(NC(=O)c2cc(S(=O)(=O)N3CCCCCC3)cn2C)cc1	-5%
COc1ccc(CCNC(=O)C2CC(=O)N(CCc3ccccc3)C2)cc1OC (stereo not given)	5%
COc1ccc(-n2c(=O)c3c4c(sc3n(CC(=O)Nc3cc(C)[nH]n3)c2=O)CCCC4)c(OC)c1	-5%
Cc1ccc(S(=O)(=O)N2C[C@@H](C)[C@]3(C2)[C@H](O)[C@H](OC(=O)NC2CC2)C[C@H]2C(=O)N(c4ccccc4)C(=O)[C@H]23)cc1	6%
C[C@@H]1[C@H]2[C@@H](O[C@@H]3O[C@H](CO)[C@@H](O)[C@H](O)[C@H]3O)OC=C(C(=O)O)[C@H]2C[C@@H]1O	11%
CN(C)CCNC(=O)C(=O)NCC(c1cccnc1)N1CCN(c2ccccc2)CC1 (stereo not given)	2%
CCOc1ccc(-c2cc(-c3nc(-c4cc(OC)c(OC)c(OC)c4)no3)[nH]n2)cc1	-6%
O=S(=O)(c1ccc(NC(=S)NN=C2CCCCC2)cc1)N1CCOCC1	16%
Cc1ccc(CSc2ncc(Cl)c(C(=O)Oc3ccccc3F)n2)cc1	-3%
CCOc1ccc(-n2c(-c3ccc(OC)cc3)cc3c2CC(C)(C)CC3=O)cc1	8%
CSc1cccc(NC(=O)OC2CCCCCCCCCCC2)c1	0%
Later entries.
SMILES	aSyn tox rescue
Cc1cc2[nH]c(=O)c(=O)[nH]c2cc1S(=O)(=O)Nc1ccccc1F	6%
COc1ccc(CC(C)NS(=O)(=O)c2ccc3c(c2)CCN3S(C)(=O)=O)cc1OC (stereo not given)	-9%
Cc1nn(C)c(C)c1NC(=O)CCl	-7%
Cc1cccc(Cn2c(Cc3ccccc3)nc3ccccc32)c1	3%
C[C@H]1CN([C@@H](C)CO)C(=O)CCCn2cc(nn2)CO[C@@H]1CN(C)C(=O)Cc1ccccc1	3%
CN(CC(=O)Nc1cccc(F)c1)CC(=O)Nc1cccc(S(=O)(=O)N2CCCCCC2)c1	-8%
O=C(CCl)Nc1sccc1C(=O)c1ccccc1	5%
Cc1cccc(C)c1OCC(=O)Nc1cccc(S(=O)(=O)N2CCCCCC2)c1	4%
COC(=O)COc1cccc2c(=O)n(CC(=O)NCCc3ccccc3)ccc12	4%
COc1ccc(-c2nnc(SCC(=O)NCCc3ccc(OC)c(OC)c3)nc2-c2ccc(OC)cc2)cc1	-2%
CC(=O)C1=C(C)NC(=S)NC1c1cccc([N+](=O)[O-])c1 (stereo not given)	1%
CCCCOc1cccc(C(=O)Nc2cc(NC(=O)c3ccco3)ccc2OC)c1	9%
CCOc1ccc(NC(=O)N2CCN(c3nnc(C)c4c(C)n(-c5ccccc5)nc34)CC2)cc1	-3%
COC(=O)c1ccc(C(=O)OC)c(NC(=O)c2cnn3c(C(F)F)cc(-c4ccccc4)nc23)c1	-4%

Gathered by group, the compounds so far containing a CF3 group (2)
SMILES	aSyn tox rescue
CS(=O)(=O)CCC(C(=O)Nc1cccc(C(F)(F)F)c1)N1Cc2ccccc2C1=O (stereo not given)	-4%
COc1ccc(S(=O)(=O)NCCc2nnc3ccc(SCC(=O)Nc4ccc(C(F)(F)F)cc4)nn23)cc1	-4%
